a7 integrin act = activates integrin-mediated alleviation for muscular dystrophy; alpha7betagal myoblasts, beta-gal FDG fluorescence, 48 h; Potency, µM (titrated, usually from 38.3 µM), for inactives: top-dose activation, hits mostly activators; 350,000 compounds, 0.064% hits; AID 624291;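 further: potency means the concentration at half of the fitted maximal effect; 100% = response of the positive control SU9516; nearly all actives have a fitted effect of over 60% in size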
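alpha7betagal+/- myoblasts (passage 13, 250/well) treated 48 h at 37C with compounds at 1:260 dilution of DMSO stock. Lysed, then beta-galactosidase activity read as FDG fluorescence (ex 480/em 540) after 30 min, with pre-read for autofluorescence.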
AT treatment = potential ataxia-telangiectasia treatments restoring KAP-1 phosphorylation. […] A-T fibroblasts, KAP-1 phosphorylation AlphaLISA; neocarzinostatin DNA damage 30 min before lysis. Potency, µM (series often up to 57.5 µM), for inactives: at the highest dose activation, usual class: activators. 320,000 compounds, 0.19% hits; further: potency means the concentration at half of the fitted maximal effect; % of control where 0% means no effect; nearly all actives have a fitted effect of over 45% in size
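ATM-like activity read as KAP-1 phosphorylation via AlphaLISA donor/acceptor antibody pairs after lysis and 6 hr at 25C. Cells were ATM-null patient fibroblasts ([…], hTERT), dosed 60 min, then exposed to the DSB inducer NCS for 30 min.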
MBNL1-CUG inh = blocks human MBNL1 binding to CUG repeat RNA; Potency, µM (titrated, usually from 57.5 µM), for inactives: at the highest dose activity change, negative = inhibition, most hits filed as inhibitors; Q9NR56; AID 2675; 280,000 compounds, 0.036% hits; TR-FRET MBNL1-His/biotin-(CUG)12 binding, 665/545 ratio; active means well fitted inhibition curve with a large enough effect in the signal ratio, with a control signal flat, not every such curve was filed as active; inconclusive means small, poorly fitted or top-dose-only effect, or effect the other way, or a change in a side signal; inactive means no such curve, though single readings can be large or run the other way; the % refers to the signal ratio; further: potency means the concentration at half of the fitted maximal effect; on the % scale 0 is the no-effect control and ±100 the full control effect
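Compound titration spanned 92 nM–58 uM against the MBNL1-His/biotin-(CUG)12 complex. After 60 min at room temperature with 5 nM streptavidin-XL665 and 0.055 ng/ul terbium anti-His, ratiometric 665/545 nm emission (Ex 340 nm) normalized to controls.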
ASM inhibitor = human S-ASM enzyme inhibition | Potency, µM (highest dose often 57.5 µM), without a hit: at the top dose activity change, negative = inhibition, hits mostly inhibitors | placental ASM, HMU-PC fluorogenic substrate, 60 min | 340,000 compounds, 0.006% hits | P17405; further: potency means the concentration at half of the fitted maximal effect
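qHTS format. ASM enzyme prepared from human placenta hydrolyses the fluorogenic substrate HMU-PC0 (9 uM final) over 60 min at 37 °C after a 10 min compound preincubation.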
Menin MLL FP TR = inhibitors of human menin-MLL interaction, mutant MLL peptide | Potency, µM (top dose mostly 61.6 µM), for the others: top-dose FP activity change, negative = inhibition, hits mostly inhibitors | Menin + Texas Red MLL mutant peptide, fluorescence polarization | 270,000 compounds, 0.23% hits | O00255; active means well fitted inhibition curve with a large enough effect in the polarisation, with a control signal flat, not every such curve was filed as active; inconclusive means small, poorly fitted or top-dose-only effect, or effect the other way, or a change in a side signal; inactive means no such curve, though single readings can be large or run the other way; the % refers to the polarisation; further: potency means the concentration at half of the fitted maximal effect; % of control where 0% means no effect; many of its hits are not listed in these tables
PTAP TSG101 blk = blocks PTAP/TSG101 interaction to inhibit HIV-1 budding; Q99816; Fluorescence polarization, FITC-PTAP peptide / Tsg101 binding; Potency, µM (highest dose often 115 µM), for inactives: top-dose activity change, negative = inhibition, hits mostly inhibitors; 340,000 tested, under 10 active; active means well fitted inhibition curve with a large enough effect in the main read-out, with a control signal flat, not every such curve was filed as active; inconclusive means small, poorly fitted or top-dose-only effect, or effect the other way, or a change in a side signal; inactive means no such curve, though single readings can be large or run the other way; further: potency means the concentration at half of the fitted maximal effect; % of control where 0% means no effect
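Fluorescence polarization binding of Tsg101 binding domain (10 uM final) to FITC-labeled PTAP peptide (50 nM final) in HEPES pH 7.5 buffer with NaCl, Tween 20, EDTA, TCEP. Compounds added before peptide; binding 20 min at RT.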
Mito fusion act = inhibitors of mitochondrial division or activators of mitochondrial fusion. S. cerevisiae fusion-defective mutant growth rescue, CellTiterGlo 48 h. 320,000 compounds, 0.23% hits. Potency, µM (highest dose often 46.1 µM), without a hit: at the highest dose growth rescue (activation), actives largely listed as activators. AID 485298;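 further: potency means the concentration at half of the fitted maximal effect; % of control where 0% means no effect; nearly all actives have a fitted effect of over 45% in size; temperature-sensitive fusion mutants such as fzo1-1 at 37 °C on non-fermentable ethanol glycerol medium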
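Luminescent cell viability in 1536-well qHTS format served as the measure of rescued growth in ts fusion-mutant S. cerevisiae cultured on non-fermentable YPEG for 48 hours at 37C.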
MLL CXXC-DNA inh = inhibitors of human MLL CXXC domain-DNA interaction | MLL-CXXC / FITC-HOXA9 DNA fluorescence polarization | Potency, µM (titrated, usually from 115 µM), inactives show top-dose activity change, negative = inhibition, usual class: inhibitors | 290,000 compounds, 0.037% hits | AID 2662; active means well fitted inhibition curve with a large enough effect in the polarisation, with a control signal flat, not every such curve was filed as active; inconclusive means small, poorly fitted or top-dose-only effect, or effect the other way, or a change in a side signal; inactive means no such curve, though single readings can be large or run the other way; the % refers to the polarisation; further: potency means the concentration at half of the fitted maximal effect
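Steps: dispense CXXC domain solution (7 uM) → pin compounds or unlabeled HOX-A9 DNA control → 5 min ambient → add FLSN-HOX-A9 solution (50 nM) → spin → 30 min ambient → fluorescence polarization. Tris pH 7.5/NaCl/DTT/BSA buffer.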
TCR act = T cell receptor activation; primary human leukocytes, anti-CD3, IL-2 HTRF, 48 h; Potency, µM (doses to about 9.22 µM), inactives show top-dose activation of IL-2 secretion, most hits filed as activators; 330,000 tested, under 10 active; AID 504894; further: % of control where 0% means no effect
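IL-2 produced over 48 hr by a-CD3 bead-stimulated primary human leukocytes exposed to compounds was detected with a homogeneous time-resolved FRET immunoassay, 665nm acceptor signal after 320nm excitation.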
TSHR antagonist = human thyrotropin receptor antagonism. TSHR-expressing cells, TSH-stimulated cAMP HTRF, 2 h; active compounds read low. activity change, negative = inhibition, % at 11.5 µM. 330,000 compounds, 0.2% hits;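 active means activity change below a set negative limit, meaning inhibition stronger than a set level, cut at about -70% in these data; inconclusive means activity change between two set negative limits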; further: on the % scale 0 is the no-effect control and ±100 the full control effect
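Freshly harvested TSHR cells receive pin-tooled compound, then EC80 TSH at 4nM final. After 2 hours at 37 deg C, antibody in lysis buffer and cAMP-d2 are added; 30 minutes at ambient temperature precede the HTRF read.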
Numbers without * were called inactive; ? = inconclusive; / = not tested or not shown; [ ] = dose if it differs, or a comment. Unless noted, the call rests on the fitted dose curve; in most records, active means well fitted curve in the direction sought with a large enough effect; inconclusive means small, poorly fitted or top-dose-only effect, or another doubt; inactive means no such curve, though single readings can be large; an effect the other way counts as inactive or inconclusive. The list is partial. The share of hits here may be higher or lower than overall.

SMILES	a7 integrin act	AT treatment	MBNL1-CUG inh	ASM inhibitor	Menin MLL FP TR	PTAP TSG101 blk	Mito fusion act	MLL CXXC-DNA inh	TCR act	TSHR antagonist
CCOC(=O)c1c(NC(=O)C2C3CCC(O3)C2C(=O)O)sc(C)c1-c1ccc(F)cc1 (stereo not drawn)	-1%	-2%	-11%	-11%	9%	-6%	6%	-10%	1%	16
COC(=O)c1sccc1NC(=S)N1CCN(c2ccccc2F)CC1	17%	-5%	/	-5%	5%	0%	-1%	11%	-3%[46.1 µM]	-13
Cc1ccsc1C(C(=O)NC(C)(C)C)N(C(=O)c1csnn1)c1ccccc1 (stereo not drawn)	7%	7%	-1%	0%	-2%	0%	0%	14%	6%	-5
N/C(=N\OC(=O)Cc1ccc(-c2ccccc2)cc1)c1ccncc1	-28%	5%	-2%	-1%	?	-1%	-2%	8%	/	-1
O=C1/C(=C\c2ccc([N+](=O)[O-])cc2)CCc2ccccc21	18%	-5%	4%	3%	21%	-8%	-3%	-5%	2%[46.1 µM]	-2
CCC(=O)Nc1ccc(NC(=O)CSc2nc3cc4c(cc3cc2C)CCC4)cc1	-46%[inhibitor]	-2%	3%	-2%	-25%	-1%	-3%	6%	0%	18
CCOC(=O)c1ccc(-c2cccc(-c3cc(=O)oc4cc(OC)cc(OC)c34)c2)cc1	-7%	-15%	/	-6%	-9%	-2%	/	/	-2%[46.1 µM]	0
COCCCNC(=O)c1c(N)n(/N=C/c2ccccn2)c2nc3ccccc3nc12	7%	0%	-7%	76%[activator]	-12%	0%	4%	-1%	3%	-9
COc1ccc(CNC(=O)C2CSC(c3ccc(OC)cc3)N2C(C)=O)cc1 (stereo not drawn)	0%	1%	-11%	2%	4%	-1%	-1%	6%	-6%	37
COc1ccc(CC2(C)OC(c3ccccc3)=NN2C(C)=O)cc1 (stereo not drawn)	-6%	4%	-10%	0%	-3%	0%	18%	2%	-4%[46.1 µM]	11
COCCn1c(=O)[nH]c2cc(C(=O)N3CCN(c4ccccc4OC)CC3)ccc2c1=O	26%	4%	-2%	19%	-2%	-1%	2%	-16%	-4%	-13
CCCCNC(=S)NNC(=O)c1cccnc1	-7%	-1%	-10%	4%	-6%	2%	1%	-8%	1%[46.1 µM]	-15
COc1ccc(CNC(=O)CC2Sc3ccccc3NC2=O)cc1 (stereo not drawn)	-16%	1%	-5%	-4%	?	-6%	4%	0%	-3%	4
COc1ccc(CN=C(Nc2ccccc2)SC2CC(=O)NC2=O)cc1 (stereo not drawn)	12%	6%	51%[activator]	2%	?	1%	11%	-1%	-1%	-21
CCNc1nc(Sc2ccc(C)cc2)cc(C(F)(F)F)n1	0%	32µM*	-8%	-9%	13%	-7%	3%	10%	-14%	3
O=C(c1ccc(F)cc1)N1CCC(C(=O)N2CCN(S(=O)(=O)c3cccc(Cl)c3)CC2)CC1	-2%	7%	/	0%	/	0%	-2%	/	-4%	/
C/C(=N\NC(=O)C1CC1(C)c1ccccc1)c1ccco1 (stereo not drawn)	8%	/	/	-2%	-8%	1%	0%	-1%	0%[46.1 µM]	25
Cc1ccc(/C=N/NC(=O)CSc2nc3ccccc3c(=O)n2-c2ccccc2)s1	6%	2%	2%	2%	-10%	3%	6%	1%	1%[46.1 µM]	-18
CN(C(=O)COC(=O)c1cc(S(=O)(=O)N2CCOCC2)ccc1F)C1CCS(=O)(=O)C1 (stereo not drawn)	16%	-5%	/	4%	/	-1%	-4%	/	-1%	3
CN(C)CCn1c(C(=O)Nc2ccccc2)cc2ccccc21	0%	-3%	-9%	0%	2%	-1%	-3%	-3%	1%	-3
COc1cc(/C=C(\CCC(=O)O)c2nc3ccccc3s2)ccc1OCC(=O)Nc1c(Cl)cccc1Cl	-10%	5%	/	206%[activator]	/	-4%	/	/	2%	/
N/C(Cc1ccc(Cl)cc1)=N\OC(=O)c1ccc2ccccc2c1	5%	18%	-3%	-7%	?	0%	-24%	1%	3%	-22
O=C1CN(C(=O)c2ccco2)C(c2ccccc2)c2cc(Cl)ccc2N1 (stereo not drawn)	-2%	5%	-18%	-1%	6%	0%	5%	-2%	-6%	-6
Fc1ccc(CNc2ncnc3cc(Cl)ccc23)cc1	-6%	16%	127%[activator]	7%	17%	-5%	17%	8%	-8%	-9
CCn1nc(C(=O)OCC(=O)N(CC(C)C)c2c(N)n(Cc3ccccc3)c(=O)[nH]c2=O)c2ccccc2c1=O	-13%	10%	/	0%	/	-1%	1%	/	-37%	2
CN1CCc2nc(NC(=O)COc3ccc(C#N)cc3)sc2C1	4%	1%	-4%	117%[activator]	-4%	-1%	-3%	4%	-28%	-1
CC(OC(=O)c1ccc(Cl)c(S(=O)(=O)Nc2ccc(F)cc2)c1)C(=O)NC(N)=O (stereo not drawn)	5%	1%	-1%	-6%	/	-5%	-2%	1%	-3%	9
Cc1ccc(C(=O)NC2CCN(C(=O)N3CCOCC3)CC2)cc1	-24%	-3%	10%	6%	15%	-4%	-1%	-6%	/	3
Cc1[nH]c2ccc(-c3n[nH]c(=S)n3Cc3ccccc3)cc2c1C	-4%	1%	1%	-7%	15%	-2%	18%	0%	-6%[46.1 µM]	-11
C[C@H](CO)N1C[C@H](C)[C@@H](CN(C)C(=O)Nc2ccc3c(c2)OCO3)Oc2c(NC(=O)Nc3ccc4c(c3)OCO4)cccc2C1=O	-24%	-4%	/	7%	/	2%	/	/	-1%	-16
CCC(=O)NCCCc1nc2ccccc2n1Cc1ccccc1F	9%	1%	-11%	5%	-12%	-5%	4%	-7%	-3%	-1
COc1ccc(/C=N\N=C2/SC(CC(=O)O)C(=O)N2c2ccc(O)cc2)cc1 (stereo not drawn)	25%	0%	24%	-1%	17%	-3%	-4%	-13%	-1%	-8
Cc1ccc(NC(=O)COC(=O)c2ccc3c(c2)C(=O)N(CCc2ccccc2)C3=O)c(C)c1	32%	5%	10%	4%	3%	-1%	-8%	5%	-1%[46.1 µM]	6
COc1ccc(COc2cccc(C=O)c2)cc1	-11%	21%	/	0%	/	-2%	2%	/	-3%	-4
Cc1c(NC(=O)CN2c3cccc4cccc(c34)S2(=O)=O)c(=O)n(-c2ccccc2)n1C	31%	2%	?	22%	0%	0%	-11%	0%	1%[46.1 µM]	4
C=CCNc1cc(C)oc(=O)c1C(=O)CC	2%	-1%	-4%	4%	0%	-1%	0%	13%	0%	7
Cc1ccc(SC(C)C(=O)NCc2ccncc2)cc1 (stereo not drawn)	-8%	16%	-6%	5%	1%	0%	-8%	-5%	-16%	12
CS(=O)(=O)NC1c2cccc3cccc(c23)C1N1CCOCC1 (stereo not drawn)	2%	0%	12%	-1%	11%	-3%	-3%	-4%	-5%	5
CC1CCN(C(=O)c2nc[nH]c2C(=O)N2CCC(C)CC2)CC1	13%	7%	/	3%	/	/	-5%	/	4%	9
Cn1c(=O)c2c(SCc3cccc(C(F)(F)F)c3)nc(-c3ccco3)nc2n(C)c1=O	3%	-2%	9%	-8%	17%	/	-3%	7%	/	-3
O=CN/C=C/c1cccc(O)c1	-6%	/	/	1%	/	-3%	/	/	0%	/
CCC(C(=O)NCCN1CCOCC1)n1c2ccccc2c2nc(=O)cc(C)n21 (stereo not drawn)	16%	1%	-4%	6%	/	-5%	2%	2%	0%	0
CC1=NCC(C)c2c1[nH]c1ccccc21 (stereo not drawn)	18%	1%	13%	34%[activator]	?	-3%	-1%	1%	-3%	-6
COc1cccc(-c2ccc(SCC(=O)NCCc3ccccc3)nn2)c1	-39%[inhibitor]	2%	3%	-1%	-23%	-1%	-5%	23%	-2%	-4
COc1ccc2cc(S(=O)(=O)N3CCOCC3)ccc2c1	-11%	0%	1%	0%	2%	-5%	1%	1%	-4%	-6
Cc1[nH]c2ccccc2c1C(=O)COC(=O)c1ccccc1O	3%	1%	/	-13%	/	0%	/	/	0%	-2
CSc1cccc(NC(=S)NN(C)C)c1	6%	-10%	/	3%	/	1%	-8%	-1%	4%	3
CCOc1cc(C2NC(=O)NC(O)(C(F)(F)F)C2C(=O)c2ccccc2)ccc1OC (stereo not drawn)	44%	-3%	5%	-1%	5%	-4%	-2%	3%	23%	-7
COc1cccc(OC(=O)CSc2nnc(-c3ccccc3Br)o2)c1	-8%	1%	-6%	-3%	10%	-5%	-2%	11%	/	3
Cc1ccc(C)c(C(=O)COC(=O)c2cc([N+](=O)[O-])ccc2N2CCOCC2)c1	3%	0%	/	-6%	/	-9%	13%	/	2%	-16
